GRP78 ERSR act: induces the endoplasmic reticulum stress response in human glioma cells; U87-MG GRP78 promoter luciferase reporter, 16 h; Potency, µM, for the others: at the highest dose activation, usual class: activators; 420,000 compounds, 0.02% hits; further: potency means the concentration at half of the fitted maximal effect; series mostly up to about 76 µM; % of control where 0% means no effect; nearly all actives have a fitted effect of over 35% in size
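Stably transfected U87-MG glioma cells carrying a GRP78-based luciferase sensor; 16 h compound incubation. Luminescence end-point read 10 min after Bright-Glo addition at room temperature.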
Vif-APOBEC3G blk: inhibitors of Vif-APOBEC3G interaction; Q9HC16; HeLa A3G-eYFP + Vif (tagged APOBEC3G with the HIV-1 protein that degrades it), YFP fluorescence, overnight; Potency, µM (doses to about 46.1 µM), inactives show at the top dose activity, negative = active, most hits filed as inhibitors; 410,000 compounds, 0.076% hits;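 further: potency means the concentration at half of the fitted maximal effect; on the % scale 0 is the no-effect control and ±100 the full control effect; nearly all actives have a fitted effect of over 60% in size; hits raise eYFP signal because A3G escapes Vif-driven loss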
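HeLa cells stably expressing Vif and C-terminally eYFP-tagged A3G, seeded overnight at 37 deg C, then exposed to compound by pintool overnight at 37 deg C. Rise in yellow fluorescence (Ex 488/Em 500-530, Acumen) marks blocked Vif-driven A3G degradation.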
USP1-UAF1 inh: inhibitors of human USP1/UAF1 deubiquitinase | O94782 | recombinant USP1/UAF1, Ub-Rhodamine cleavage fluorescence | Potency, µM (series often up to 57.1 µM), without a hit: at the top dose activity change, negative = inhibition, most hits filed as inhibitors | 390,000 compounds, 0.23% hits | AID 743255; further: potency means the concentration at half of the fitted maximal effect; on the % scale 0 is the no-effect control and ±100 the full control effect; nearly all actives have a fitted effect of over 60% in size; inactives centre near -12
Target sequence (O94782 whole entry, looked up): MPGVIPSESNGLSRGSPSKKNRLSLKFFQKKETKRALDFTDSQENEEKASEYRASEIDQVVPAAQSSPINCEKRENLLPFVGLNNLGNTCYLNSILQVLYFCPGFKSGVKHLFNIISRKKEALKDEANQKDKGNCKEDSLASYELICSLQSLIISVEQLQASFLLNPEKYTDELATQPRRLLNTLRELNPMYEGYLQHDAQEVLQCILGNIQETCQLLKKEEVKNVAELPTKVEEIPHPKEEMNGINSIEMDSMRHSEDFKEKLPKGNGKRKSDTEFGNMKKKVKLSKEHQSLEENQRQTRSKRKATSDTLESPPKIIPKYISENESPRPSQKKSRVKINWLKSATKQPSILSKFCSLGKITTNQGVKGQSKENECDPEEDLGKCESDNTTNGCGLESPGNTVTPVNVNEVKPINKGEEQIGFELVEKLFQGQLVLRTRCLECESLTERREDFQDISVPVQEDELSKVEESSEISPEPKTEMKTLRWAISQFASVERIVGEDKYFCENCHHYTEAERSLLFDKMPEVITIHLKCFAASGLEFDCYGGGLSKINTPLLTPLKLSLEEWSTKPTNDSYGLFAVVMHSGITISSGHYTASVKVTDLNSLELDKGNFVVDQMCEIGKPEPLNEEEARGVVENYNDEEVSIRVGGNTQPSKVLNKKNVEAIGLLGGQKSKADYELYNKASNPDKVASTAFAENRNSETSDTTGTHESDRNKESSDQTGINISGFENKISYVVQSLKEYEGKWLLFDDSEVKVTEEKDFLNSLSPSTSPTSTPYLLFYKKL
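USP1/UAF1 complex (1 nM) preincubated 15 min at room temperature with compound, then Ub-Rho substrate (150 nM final) added. Kinetic fluorescence at 480/540 nm over 6 reads at 60 s intervals; 50 mM HEPES pH 7.8, 0.5 mM EDTA, 0.1 mg/ml BSA, 1 mM TCEP, 0.01% Tween-20.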
Vif-APOBEC3F blk: blocks the Vif interaction with APOBEC3F. 390,000 compounds, 0.2% hits. Potency, µM (top dose mostly 46.1 µM), without a hit: top-dose activity, negative = active. HeLa A3F-eYFP + Vif (tagged APOBEC3F with the HIV-1 protein that degrades it), YFP fluorescence increase; further: potency means the concentration at half of the fitted maximal effect; % of control where 0% means no effect; nearly all actives have a fitted effect of over 65% in size
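HeLa cells stably expressing A3F-eYFP plus Vif, plated and incubated overnight at 37 deg C, then exposed to compounds overnight at 37 deg C. Blocked degradation read as raised yellow fluorescence (Ex 488/Em 500-530).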
mIDH1 inhibitor: inhibitors of human mutant IDH1 R132H | IDH1-R132H enzyme, NADPH consumption, diaphorase/resazurin fluorescence | Potency, µM (doses to about 76.6 µM), inactives show at the highest dose activity change, negative = inhibition, hits mostly inhibitors | 390,000 compounds, 0.093% hits; further: potency means the concentration at half of the fitted maximal effect; on the % scale 0 is the no-effect control and ±100 the full control effect; nearly all actives have a fitted effect of over 65% in size
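IDH1-R132H (0.5 ug/mL) preincubated 30 min with compound, then NADPH (0.016 mM) and alpha-KG (2 mM) added; 80 min at RT, pH 7.5. Remaining NADPH coupled via diaphorase/resazurin to fluorescence (540/590 nm); concentration-response curves normalized to no-enzyme control.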
RGS4 inhibitor: human RGS4 inhibition | AID 504845 | 390,000 compounds, 0.039% hits | Potency, µM (top dose mostly 114 µM), for inactives: at the highest dose activity change, negative = inhibition, actives largely listed as inhibitors | Transcreener GDP fluorescence polarization, RGS4-accelerated GTP hydrolysis | P49798; further: potency means the concentration at half of the fitted maximal effect; on the % scale 0 is the no-effect control and ±100 the full control effect; nearly all actives have a fitted effect of over 75% in size; some results filed as inactive show a strong effect at the top dose
Target sequence (P49798 whole entry, looked up): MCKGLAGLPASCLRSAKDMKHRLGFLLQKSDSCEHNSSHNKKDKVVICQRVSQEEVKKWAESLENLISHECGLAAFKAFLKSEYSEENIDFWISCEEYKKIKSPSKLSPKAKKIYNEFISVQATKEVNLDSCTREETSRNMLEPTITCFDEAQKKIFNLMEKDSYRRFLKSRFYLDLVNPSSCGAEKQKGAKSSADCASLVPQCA
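MLSMR compounds (23 nl, pin-transferred) preincubated 10 min at room temperature with a 500nM (2x) first reagent, then RGS4 at 900nM (2x) plus Transcreener GDP mix added; fluorescence polarization (620/688 nm) read before and after 90 min at 30 °C.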
TrxR1 substrate: substrates of rat thioredoxin reductase 1; Potency, µM (doses to about 114 µM), for the others: at the highest dose activity change, negative = substrate turnover; O89049; purified TrxR1 substrate turnover, NADPH consumption readout; AID 588456; 390,000 compounds, 0.01% hits; further: potency means the concentration at half of the fitted maximal effect; on the % scale 0 is the no-effect control and ±100 the full control effect; nearly all actives have a fitted effect of over 50% in size
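Rat TrxR1, dispensed at 90 nM, was prereduced with 400 uM NADPH (final) for 5 min at ~22 deg C, then incubated with compound 15 min before 400 uM selenite. A first-read NADPH fluorescence drop versus no-compound background flagged substrates.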
rTrxR1 inhibitor: inhibitors of rat thioredoxin reductase 1; AID 588453; Potency, µM (top dose mostly 114 µM), for the others: at the highest dose activity change, negative = inhibition, most hits filed as inhibitors; recombinant rTrxR1, NADPH fluorescence consumption, selenite substrate; O89049; 390,000 compounds, 1% hits; further: potency means the concentration at half of the fitted maximal effect; on the % scale 0 is the no-effect control and ±100 the full control effect; nearly all actives have a fitted effect of over 65% in size
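Rat TrxR1 (90 nM in the dispensed reagent) was pre-reduced with 400 uM NADPH for 5 min at room temperature, then incubated with compound for 15 min. After 400 uM selenite was added, NADPH fluorescence (Ex 340/Em 450 nm) was followed for 8 min.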
LDHA inh: LDHA (human) enzyme inhibition | 480,000 compounds, 0.15% hits | AID 1347041 | activity change, % (values are at about 110 or 230 µM) | purified LDHA, NADH/diaphorase-resazurin fluorescence; active compounds read low | P00338; in the data active means activity change below about -30%; inconclusive means mostly about -25% to -30%;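 further: plate controls were DMSO wells for no effect and wells without enzyme for full effect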
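LDH5 2 nM; NADH 0.06 mM, pyruvate 0.2 mM; 200 mM Tris pH 7.4, EDTA, Tween-20; 5 min RT. Detection: diaphorase 0.133 mg/mL + resazurin 37 µM, fluorescence ex540/em590 at 0 and 20 min; normalized to enzyme-free and DMSO wells.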
An asterisk follows results filed as active; ? = inconclusive; / = not tested or not shown; & = joins results of further samples; [ ] = remark or other dose. Unless noted, the call rests on the fitted dose curve; in most records, active means well fitted curve in the direction sought with a large enough effect; inconclusive means small, poorly fitted or top-dose-only effect, or another doubt; inactive means no such curve, though single readings can be large; an effect the other way counts as inactive or inconclusive. This is a subset. The share of hits here may be higher or lower than overall.

SMILES	GRP78 ERSR act	Vif-APOBEC3G blk	USP1-UAF1 inh	Vif-APOBEC3F blk	mIDH1 inhibitor	RGS4 inhibitor	TrxR1 substrate	rTrxR1 inhibitor	LDHA inh
CCCC(=O)Nc1ccc(C(=O)Nc2cc(C(F)(F)F)ccc2Cl)cc1	-5%	-8%	2%	0%	-10%	-13%	1%	6%	-6
COc1cc(NC(=O)c2ccccc2Cl)ccc1NC(=O)c1cccs1	12%	0%	-15%	6%	14%	9%	8%[57.1 µM]	30%[57.1 µM]	-10
Cc1cccc(N(CC(=O)NC2CCCCC2)C(=O)c2ccc(C)s2)c1	-3%	4%	-20%	0%	-2%	-16%	5%	12%	-12
CC(C)(C)C(=O)OCc1cn(-c2ccc(Cl)cc2)nn1	4%	0%	-21%	6%	3%	12%	1%	23%	0
O=C(COC(=O)/C=C/c1cccc([N+](=O)[O-])c1)NCC1CCCO1 (stereo not drawn)	-6%	1%	1%	-16%	6%	0%	6%[57.1 µM]	21%[57.1 µM]	-10
CN(C(=O)OC(C)(C)C)[C@H](Cc1ccccc1)C(=O)N[C@H]1CCCCNC1=O	-2%	0%	-24%	4%	-4%	18%	-2%	13%	3
CN(C)CCC1CCN(c2cc(C#N)c(C#N)cc2[N+](=O)[O-])CC1	4%	2%	?	2%	7%	-10%	-1%[57.1 µM]	21%[57.1 µM]	-13
COc1ccccc1NS(=O)(=O)c1cccc2nsnc12	1%	2%	-21%	1%	13%	1%	0%	4%	-1
CCCCCc1cc(=O)oc2c(C(CCN3CCCC3)c3cc(OC)c(OC)c(OC)c3)c(OC)cc(OC)c12 (stereo not drawn)	-11%	?	-18%	1%	12%	3%	0%[57.1 µM]	-3%[57.1 µM]	1
COc1cc(/C=C(/C#N)c2ccc(C)cc2)ccc1Oc1ccc([N+](=O)[O-])cn1	-5%	-1%	?	-3%	1%	8%	-2%	-10%	-12
CCOC(=O)c1c(NC(=O)Cc2ccccc2)sc2c1CCN(CC)C2	-1%	-7%	0%	-8%	4%	-6%	6%[57.1 µM]	0%[57.1 µM]	-5
Cc1ccnc(NC(=O)c2sc3cc(Cl)ccc3c2Cl)c1	-1%	-5%	-12%	-7%	7%	0%	2%[11.4 µM]	-3%	-5
CCN(CC)C(=O)CN1C(=O)C(=O)c2ccccc21	-4%	0%	-9%	-3%	4%	-3%	-9%	-2%	16
CCOC(=O)[C@H]1[C@H]2COc3cc(OC)ccc3[C@@H]2N2C(=O)N(c3ccc(Cl)cc3)C(=O)[C@@]12C	-4%	2%	-13%	7%	1%	-7%	5%	34%	-5
CCOC(=O)CSc1nnc(CNC(=O)c2ccc(S(=O)(=O)N3CCOCC3)cc2)n1C	-9%	-4%	-7%	-7%	0%	15%	-3%	7%	-5
COc1cc(CNc2ccc(CNc3ncn[nH]3)cc2)cc(Cl)c1OCc1ccccc1	-4%	-8%	-2%	-1%	8%	19%	-1%	14%	-1
COc1cccc(NC(=O)CCSc2ccc(C)cc2)c1	0%	1%	5%	1%	5%	25%	-14%	-11%	-2
CCOC(=O)C1=C(C)NC(C)=C(C(=O)OCC)C1c1sccc1C	-4%	-8%	-24%	/	6%	-20%	-7%	6%	6
COc1ccc(-c2nc(CNC(=O)Nc3ccccc3)c(C)o2)cc1	-2%	2%	-22%	4%	0%	19%	-2%[57.1 µM]	5%[57.1 µM]	0
COCCn1nnnc1C(c1cccc(OC)c1OC)N1CCN(C(=O)c2ccco2)CC1 (stereo not drawn)	-4%	4%	-23%	-2%	-11%	-8%	-1%	-10%	1
O=C(NC1CCN(S(=O)(=O)c2ccc(F)cc2)CC1)c1ccccc1	-2%	0%	-23%	-27%	-1%	17%	6%	24%	-4
CC(=O)Nc1ccc(N2C(=O)CSC2c2cccc(Br)c2)cc1 (stereo not drawn)	2%	-6%	-9%	6%	-12%	-14%[56.9 µM]	-1%	15%	-2
Cc1ccc(NC(=O)CSc2nc3ccccc3nc2Cc2ccccc2)c(Cl)c1	-6%	1%	-37%	-2%	9%	27%	-1%[57.1 µM]	15%[57.1 µM]	-2
Cc1ccc(-c2nn3cnnc3c3ccccc23)cc1	2%	-3%	-5%	7%	7%	-14%	-9%	-9%	-1
CCOC(=O)N1CCc2c(sc(NCc3ccc(OC)c(Br)c3)c2C(=O)Nc2cc(OC)ccc2OC)C1	-1%	-5%	-7%	5%	-13%	-52%	4%[57.1 µM]	-2%[57.1 µM]	10
CCOC(=O)Cc1nnc(NC(=O)c2ccccc2OC)s1	-4%	-1%	-14%	-3%	-1%	21%	-10%	1%[57.1 µM]	-1
CC1CCN(C(=O)COC(=O)c2cc([N+](=O)[O-])ccc2N2CCOCC2)CC1	-4%	1%	-2%	2%	0%	2%	-10%	-11%	-3
CCN(CC)CCCCOc1ccccc1OC	-7%	3%	2%	0%	13%	13%	2%	17%	-4
Brc1ccc(CSc2nnc(-c3cnccn3)n2Cc2ccco2)cc1	3%	-24%	-16%	-6%	-2%	-29%	-6%	-21%	4
CCOC(=O)C1CCCN(C(=O)c2ccccc2NC(C)=O)C1 (stereo not drawn)	-4%	?	-4%	-29%	6%	5%[11.4 µM]	17%[57.1 µM]	26%[57.1 µM]	2
CC1(c2ccc([N+](=O)[O-])cc2)NC(=O)N(CC(=O)Nc2ccc(N3CCCCC3)cc2)C1=O (stereo not drawn)	2%	-6%	-3%	?	-5%	-10%	-9%	1%	-1
O=C(O)CCCNS(=O)(=O)c1ccc2ccccc2c1	-3%	-8%	-6%	-6%	4%	-25%	13%[57.1 µM]	-2%[57.1 µM]	0
COc1ccc(-c2cc(-c3ccccc3)nc(SCC(=O)Nc3nccs3)c2C#N)cc1	-1%	-1%	-2%	?	0%	-4%	21%[57.1 µM]	1%[57.1 µM]	-5
Cc1ccccc1Nc1nc(N)nc(COC(=O)c2ccc3c(c2)OCCO3)n1	2%	-1%	-25%	-2%	0%	/	/	/	0
Cn1c(=O)[nH]c(=O)c2[nH]c(NCCCN3CCOCC3)nc21	-6%	2%	0%	10%	2%	-41%	4%	7%	-1
CCOC(=O)C(C)Sc1nnc(NC(=O)c2ccc3c(c2)OCO3)s1 (stereo not drawn)	6%	0%	-14%	-6%	9%	-2%	-10%	11%[57.1 µM]	-7
COc1ccc(C(=O)N2CCN(CC(=O)N3CCOCC3)CC2)cc1	-2%&-3%	-1%	14%	3%	4%	17%	-2%	7%	-9
O=C(COc1cccnc1[N+](=O)[O-])NCCc1ccc(F)cc1	-4%	1%	-11%	-1%	1%	7%	3%[57.1 µM]	18%[57.1 µM]	-5
COc1ccc(S(=O)(=O)N2CC(C(=O)O)Oc3ccccc32)cc1 (stereo not drawn)	-3%	-7%	-3%	-24%	-1%	11%[56.9 µM]	-6%	-5%	-4
Cc1csc(NC(=O)CSc2nsc(SCC(=O)Nc3nc(C)cs3)c2C#N)n1	0%	-16%	-10%	?	1%	-36%	-4%	1%	1
CCOC(=O)C1(O)CC(C)=NN1C(=O)c1cccc(Cl)c1 (stereo not drawn)	-3%	-2%	-13%	-7%	7%	2%	-5%	-17%	3
Cc1sc2nc(SCC(=O)NCCO)n(C)c(=O)c2c1C	-3%	-6%	-11%	-10%	3%	-4%	4%[57.1 µM]	-6%[57.1 µM]	1
c1ccc(-c2csc3ncnc(NCC4COc5ccccc5O4)c23)cc1 (stereo not drawn)	-8%	-19%	-26%	0%	0%	4%	7%	9%	-6
COC(=O)c1ccccc1NC(=O)CN1C(=O)c2ccccc2C1=O	-5%	2%	-10%	0%	1%	7%	0%	0%	-6
CC(=O)Nc1cccc(NC(=O)CSc2nc(C)c(C)c(C)c2C#N)c1	-8%	-4%	-5%	-21%	9%	1%	3%	11%	-11
COc1ccc(NS(=O)(=O)c2cccc(C(=O)NNC(=O)COc3ccccc3)c2)cc1	-3%	-4%	-4%	?	3%	35%	4%	20%	-3
CSCCC(Nc1nc2ccccc2s1)C(=O)O (stereo not drawn)	-4%	2%	-19%	-9%	-4%	-6%	3%[57.1 µM]	16%[57.1 µM]	-5
Nc1c(N=O)c(=O)[nH]c(=O)n1-c1ccccc1	-5%	1%	-14%	6%	1%	2%	-12%	8%[57.1 µM]	5
O=C(NNC(=O)C1CCCO1)c1ccc(F)cc1 (stereo not drawn)	-1%	0%	-8%	-15%	2%	-33%	8%[57.1 µM]	-2%[57.1 µM]	-3
Cc1nn(Cc2ccccc2)c(C)c1CCC(=O)O	-3%	0%	-18%	5%	2%	2%	7%[57.1 µM]	0%[57.1 µM]	-6
COc1cccc(NC(=O)COC(=O)Cc2ccc(Br)cc2)c1	-5%	-1%	-18%	8%	3%	5%	-12%	8%[57.1 µM]	-2
O=C(CSc1nnnn1-c1cccc2c1CCCC2)N1CCOCC1	-5%	3%	-7%	1%	6%	-25%	11%	9%	-3
O=C(N/N=C/c1ccccc1O)C1(O)c2ccccc2-c2ccccc21	-5%	-5%	-8%	1%	-7%	2%	-11%	-7%	0

Assay outcomes as filed in PubChem BioAssay.
